# ST2 inh – inhibitors of human ST2 (IL1RL1) binding to IL-33, primary screen, biochemical, AlphaLISA | Interleukin-1 receptor-like 1 (Homo sapiens), Q01638 | AlphaLISA ST2-Fc/biotin-IL-33 interaction, 1 h | inhibition, % for hits at 17 µM | 78,000 compounds, 2.3% hits | AID 1259354, 2018; in the data active = inhibition above about 30%; inconclusive = mostly about 10% to 28%
# Target sequence (Q01638 whole entry, looked up): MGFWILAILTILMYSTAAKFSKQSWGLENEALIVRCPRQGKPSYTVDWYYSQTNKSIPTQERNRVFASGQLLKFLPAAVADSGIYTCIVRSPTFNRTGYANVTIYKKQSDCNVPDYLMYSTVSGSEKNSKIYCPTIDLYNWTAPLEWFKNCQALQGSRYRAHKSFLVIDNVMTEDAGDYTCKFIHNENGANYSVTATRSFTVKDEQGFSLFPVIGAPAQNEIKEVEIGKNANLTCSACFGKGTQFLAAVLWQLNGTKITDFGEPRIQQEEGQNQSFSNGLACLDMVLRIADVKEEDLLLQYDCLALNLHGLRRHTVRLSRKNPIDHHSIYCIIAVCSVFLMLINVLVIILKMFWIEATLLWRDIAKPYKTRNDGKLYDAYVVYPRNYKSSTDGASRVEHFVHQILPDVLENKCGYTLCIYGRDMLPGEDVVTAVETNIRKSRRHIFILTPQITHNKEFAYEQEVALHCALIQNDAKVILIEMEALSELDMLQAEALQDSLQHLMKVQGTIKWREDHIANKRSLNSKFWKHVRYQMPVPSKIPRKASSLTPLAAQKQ
# * hit, by the source's call; i = inactive; ? = inconclusive.
SMILES,ST2 inh
O=C(N1CCCC1)C1(S(=O)(=O)c2ccc(Cl)cc2)CC1,?
O=c1c(CN2CCc3ccccc3C2)coc2ccccc12,i
Cn1nc(C2CCN(C(=O)CCc3cccnc3)CC2)n(-c2ccccc2)c1=O,i
Cc1ccc(/C=C(\C#N)c2nc(-c3ccc([N+](=O)[O-])cc3)cs2)cc1,i
Cc1cc(C)n(CCCN(C)C(=O)C2CCCN(CC(N)=O)C2)n1 (centres undefined),i
COc1cc(C(=O)N2CCCCCC2)cc(OC)c1OC,i
O=C1C(=O)N(c2ncccn2)C(c2ccc(F)cc2)C1=C(O)c1ccc(F)cc1 (centres undefined),i
CCOc1ccccc1NC(=O)NCC1CNCCOC1 (centres undefined),i
CCCCC(=O)Nc1ccc(NC(=O)c2ccc(C(C)C)cc2)cc1OC,i
COc1ccc(CC(=O)c2ccc(OC)c(OC)c2)cc1OC,i
CCC(C)CC(C)/C=C/CCC(O)C(Cc1ccc(O)cc1)NC (centres undefined),i
CC(C)(C)NC(=O)CSc1nc2ccc(NC(=O)C3CCCCC3)cc2s1,?
CCCC1=C(C(=O)OCC)C(c2ccncc2)C(C#N)=C(N)O1 (centres undefined),i
O=C(NCCN1CCOC1=O)c1cn(Cc2ccc(F)cc2)nn1,?
N#CCCN(C1CCCCC1)S(=O)(=O)c1ccc(-c2ccc([N+](=O)[O-])cc2)cc1,?
CC(C)NC(=O)C(=O)Nc1ccc(Cl)cc1,i
Cn1c(=O)c2c(nc(NCCO)n2Cc2cccc(Cl)c2)n(C)c1=O,i
Cc1ccc(N=Cc2nc(-c3ccc(Cl)cc3)oc2O)c(Br)c1,?
CCCc1cc(NCCCCO)n2c(nc3ccccc32)c1C#N,i
Cc1ccccc1-c1ncc(CN2CCC3(CC2)C(=O)NCCCN3C)cn1,i
O=C1c2ccccc2C(=O)N1CN(Cc1ccc2c(c1)OCO2)CN1C(=O)c2ccccc2C1=O,i
N#CCC(=O)c1ccc([N+](=O)[O-])cc1,?
CC1(C(=O)N2CCC(n3cc(C(C)(C)C)nn3)CC2)CCCO1 (centres undefined),?
c1cncc(C(N2CCOCC2)N2CCOCC2)c1,i
O=C(Cn1c(=O)n(-c2ccc(F)c(Cl)c2)c(=O)c2sccc21)NCc1ccco1,i
COc1ccc(C(C)NC(=O)c2ccccc2)cc1OC (centres undefined),?
Cc1ccc(-c2nc3cccnc3n2CCCNS(=O)(=O)N(C)C)cc1,?
N=C1C(c2nc3ccccc3s2)=C(O)CN1Cc1ccccc1,i
O=C1CCCN1CC1CCCN(Cc2cc3ccccc3o2)C1 (centres undefined),i
CCCNC(=O)C1(O)c2cc(Br)ccc2NC(=O)N1c1ccccc1 (centres undefined),i
CCCn1c(=N)n(CCOc2ccccc2)c2ccccc21,?
C=CCn1c2ccccc2c2nnc(SCC(=O)Nc3cc(C)on3)nc21,?
COc1ccc(-c2nc3cc(C)ccc3o2)cc1N=Cc1cc([N+](=O)[O-])cc(OC)c1O,?
COc1cc(C(=O)N2CC[C@H](CO)[C@H](O)C2)ccn1,i
CCOc1ccccc1NC(=O)c1cc2cc3ccc(OC)cc3nc2o1,i
Cc1ccc2nsnc2c1S(=O)(=O)Nc1ccc(C(=O)O)cc1,i
COc1cc(-c2ccc(OC)c(Cl)c2)nc(N)n1,?
O=C(NC1CCCC1)c1ccc2c(c1)N(Cc1ccccc1)C(=O)CS2,i
O=C(Nc1ncnc2sc3c(c12)CCCC3)c1ccccc1Br,i
CCCOc1ccc(N2C(=O)[C@@H]3[C@H](C2=O)[C@H]2C=C[C@@H]3O2)cc1,i
CCSc1oc(-c2cccs2)nc1S(=O)(=O)c1ccc(C)cc1,i
OC[C@@H]1O[C@H](CNC2CCOCC2)[C@H](N2CCN(c3ccc(F)cc3)CC2)[C@@H]1O,?
COc1cccc(C2N(c3nccs3)C(=O)C3CCCN32)c1OC (centres undefined),i
Cc1cc(N(C)C)nc(N2CCN(S(=O)(=O)c3ccccc3)CC2)n1,i
COc1cc(CN2C(=O)c3c(C)nc4ccccc4c3C2=O)cc(OC)c1OC,?
O=c1c2ccccc2ncn1CCOCCOc1ccc(Cl)c(Cl)c1,i
C=CCn1cc(C(=O)NCCCC)c(=O)c2cc(S(=O)(=O)N3CCCCCC3)ccc21,i
CCc1nc(NC(=O)N2CCN(c3ccncc3C)CC2)nn1C,i
Cc1ccc(S(=O)(=O)N(C)CC(=O)N2CCN(c3ccccc3F)CC2)cc1,i
O=C(c1nc2ncccn2n1)N1CCCC(c2[nH]ncc2Cc2ccccc2)C1 (centres undefined),i
Oc1ccc(CN2CCOc3c(O)cc(-c4cccc(Cl)c4)cc3C2)cc1,?
O=S(=O)(c1ccc(Cl)c(Cl)c1Cl)N1CCN(c2ccc(F)cc2)CC1,i
CCC1CCCCN1C(=O)CSc1nc2c([nH]c3ccccc32)c(=O)n1C (centres undefined),i
O=C(c1ccc(-c2ccc(-c3ccn[nH]3)cc2)o1)N1CCOCC1,i
COCC(C)NC(=O)C1CCN(Cc2cnc(-c3cccc(C)c3)nc2)CC1 (centres undefined),i
Cc1cc(C(=O)N(C)Cc2c(C)noc2C)c2cccc(C)c2n1,?
Clc1cc(Br)ccc1OCCOCCn1ccnc1,i
CC1CCN(C(=O)c2cnc(Nc3ccc(F)cc3)c3ccccc23)CC1,i
O=C(CSc1nc2ccccc2[nH]1)NC1CC1,i
CCOc1ccc(N2C(=O)CC(Sc3nc4ccccc4s3)C2=O)cc1 (centres undefined),i
# Next compounds follow:
SMILES,ST2 inh
O=C(N=C1SCC(=O)N1c1ccccc1)c1ccccc1,?
COc1cccc(NC(=O)/C(C#N)=C\c2cn(Cc3ccc(F)cc3)c3ccccc23)c1,i
Cc1ccc(S(=O)(=O)Nc2nnc(C)s2)cc1,i
COc1ccc(NC(=O)N2C[C@@H]3C[C@H](C2)c2ccc(NC(=O)Nc4cccc(C#N)c4)c(=O)n2C3)cc1,?
CCc1ccc(N2C(=O)Nc3cc(Cl)c(Cl)cc3N2O)cc1,i
COc1ccc(CCN2CCCC(CN(C)C(=O)c3cccnc3OC)C2)cc1 (centres undefined),i
Cc1nc2ccccc2c2c1C(=O)N(c1ccccc1Cl)C2=O,?
CC(C)c1ccc(/C=C2/SC(=Nc3ccccc3)NC2=O)cc1,37.0%*
Cc1cc(N2CCCC2)nc(N2CCN(S(=O)(=O)c3ccc(C)c(C)c3)CC2)n1,i
COc1cc(/C=C/C(=O)NCCc2ccc(O)cc2)ccc1O,?
O=C(CCC1CCCCC1)N(c1ccc(F)cc1)C1C=CS(=O)(=O)C1 (centres undefined),i
OC1(c2cccc(C(F)(F)F)c2)CCN(Cc2ccc3[nH]ccc3c2)CC1,i
c1ccc2[nH]c(CCSc3nc4ccccc4[nH]3)nc2c1,i
O=C(CCCc1cccs1)NC1CCCN(C2Cc3ccccc3C2)C1 (centres undefined),i
CN(Cc1csc(-c2ccccc2)n1)C1CCN(S(C)(=O)=O)CC1,i
CCC1(c2ccccc2)C(=O)c2ccccc2C1=O,i
O=C(C[C@@H]1O[C@H](CNS(=O)(=O)c2ccccc2)[C@@H](O)[C@H]1O)N1CCc2ccccc21,i
Fc1cnc(NCCc2cccs2)nc1N1CCOCC1,i
CC1(C)CC(=O)C(C2c3ccccc3Oc3ccccc32)C(=O)C1,i
Cc1ccc(N=Cc2c(C)[nH]n(-c3ccccc3)c2=O)c([N+](=O)[O-])c1,i
Cc1ccc2cc(C3(O)CCN(C(=O)COc4cccnc4)CC3)ccc2n1,i
CC(C)Oc1ccc(NC(=O)c2ccco2)cc1,i
O=C(c1ccccc1)N1CCN=C1SCc1ccc(Br)cc1,i
CC(=O)C1=C(O)C(=O)N(Cc2ccco2)C1c1ccc([N+](=O)[O-])cc1 (centres undefined),i
Cc1cc(C)n(-c2cccc(CN3CCCC4(CC3)CNC(=O)O4)c2)n1 (centres undefined),?
CSCC(=O)N1CCCC(CCC(=O)NC2CC2)C1 (centres undefined),i
COc1cc(CN2CCN(c3ccccc3)CC2)ccc1OCc1ccccc1,?
CC(C)(C)c1ccc(S(N)(=O)=O)cc1,i
N#Cc1ccc(NC(=O)c2noc3c2CCCC3)cc1,i
CSc1ccccc1NC(=O)c1noc2c1CCCC2,?
Clc1ccc(CN2CCN(c3ccccn3)CC2)cc1Cl,i
Cc1ccc(C)c(OCCNC(=O)c2cc(=O)[nH][nH]2)c1,i
CC(=O)Nc1ccc(C2C(C#N)=C(N)OC3=C2C(=O)CC(C)C3)cc1 (centres undefined),i
Cn1nnnc1SCC(=O)Nc1ccc2nc(SCc3ccccc3F)sc2c1,i
NC1(C(=O)O)CCN(Cc2ccccc2-c2ccco2)C1 (centres undefined),?
CCc1ccc(C(=O)c2c[nH]c3ccccc3c2=O)cc1,i

# In the list so far, these have a furan ring, fused or not:
SMILES,ST2 inh
O=C(Cn1c(=O)n(-c2ccc(F)c(Cl)c2)c(=O)c2sccc21)NCc1ccco1,i
O=C1CCCN1CC1CCCN(Cc2cc3ccccc3o2)C1 (centres undefined),i
CCOc1ccccc1NC(=O)c1cc2cc3ccc(OC)cc3nc2o1,i
O=C(c1ccc(-c2ccc(-c3ccn[nH]3)cc2)o1)N1CCOCC1,i
CC(C)Oc1ccc(NC(=O)c2ccco2)cc1,i
CC(=O)C1=C(O)C(=O)N(Cc2ccco2)C1c1ccc([N+](=O)[O-])cc1 (centres undefined),i
NC1(C(=O)O)CCN(Cc2ccccc2-c2ccco2)C1 (centres undefined),?

# Following part
SMILES,ST2 inh
O=C(CN1C(=O)c2ccccc2C1=O)Nc1c(Cl)cccc1Cl,i
CC1=C(C(=O)OC2CCCCC2)C(c2ccc(F)cc2)n2nnnc2N1 (centres undefined),i
N#C/C(=C\c1ccc(Cl)cc1)c1nc(-c2ccc([N+](=O)[O-])cc2)cs1,?
c1ccc(CN2CCC(n3ccnc3-c3cnc[nH]3)C2)cc1 (centres undefined),?
CCC(=O)Nc1cccc(-c2nnc(SCC(=O)c3ccc(Cl)cc3)n2C)c1,i
O=C1CC(c2cccs2)CC2=C1C(c1ccc(Cl)c(F)c1)Nc1ccccc1N2 (centres undefined),?
Cc1sc2nc3c(C(=O)N4CCC(C(N)=O)CC4)cccn3c(=O)c2c1C,i
Cc1c(Cl)cccc1NS(=O)(=O)c1ccc2[nH]cc(C(=O)N3CCCC3)c(=O)c2c1,i
O=C(NCc1ccc(F)cc1Cl)C1CCN(S(=O)(=O)N2CCCC2)CC1,i
COCCCNC(=O)c1cc2c(-c3ccc(Cl)cc3)nn(C)c2s1,i
O=C(NCc1ccco1)c1cc(-c2ccccc2O)on1,?
Cc1ccc(-c2cc(C(=O)N3CCCC3Cn3cccn3)n[nH]2)o1 (centres undefined),?

# 7 of the compounds above, bar-delimited.
compound | ST2 inh
COCCCNC(=O)c1cc2c(-c3ccc(Cl)cc3)nn(C)c2s1 | i
CC1=C(C(=O)OC2CCCCC2)C(c2ccc(F)cc2)n2nnnc2N1 (centres undefined) | i
CCC(=O)Nc1cccc(-c2nnc(SCC(=O)c3ccc(Cl)cc3)n2C)c1 | i
N#C/C(=C\c1ccc(Cl)cc1)c1nc(-c2ccc([N+](=O)[O-])cc2)cs1 | ?
Cc1sc2nc3c(C(=O)N4CCC(C(N)=O)CC4)cccn3c(=O)c2c1C | i
Cc1c(Cl)cccc1NS(=O)(=O)c1ccc2[nH]cc(C(=O)N3CCCC3)c(=O)c2c1 | i
Cc1ccc(-c2cc(C(=O)N3CCCC3Cn3cccn3)n[nH]2)o1 (centres undefined) | ?

# Later entries
SMILES,ST2 inh
C=CCNc1ncnc2c1cnn2-c1cccc(C)c1,i
OC[C@@H]1O[C@H](CN(Cc2ccccn2)Cc2ccccn2)[C@H](N2CCN(c3ccc(F)cc3)CC2)[C@@H]1O,i
O=C(O)CCc1nn2c3ccccc3n(CC(=O)c3cccs3)c2nc1=O,?
O=C1CCN(C2CC(=O)N(c3ccc(Cl)cc3)C2=O)[C@@H]2CCCC[C@@H]12 (some centres undefined),i
O=C1CCCc2c1[nH]c1ccc(Oc3ccccc3)cc21,i
O=C(Nc1ccc(Br)cc1)c1c[nH]c(=O)n(-c2ccccc2)c1=O,i
Cc1ccc(CN2C3=NCCN3c3ccccc32)cc1,i
COc1ccc(/C=C2\N=C(c3ccc(OC)c([N+](=O)[O-])c3)OC2=O)cc1OC,i
COc1cc2c(cc1OC)C(C(=O)NCc1ccc(C)o1)C1c3ccccc3CCN1C2=O (centres undefined),i
O=C1c2ccccc2NC(c2ccncc2)N1c1ccccn1 (centres undefined),i
CCOC(=O)C(C)Sc1nc2c(c(=O)n1-c1ccc(Br)cc1)SCC2 (centres undefined),?
CCOC(=O)CSc1nc2c(sc3ccccc32)c(=O)n1CC1CCCO1 (centres undefined),?
C=CC(C)(CC/C=C(\C)CC/C=C(\C)CC(O)/C=C(\C)C(=O)O)O[C@@H]1O[C@H](CO)[C@@H](O)[C@H](O)[C@H]1O[C@@H]1O[C@H](CO)[C@@H](O)[C@H](O)[C@H]1O (some centres undefined),i
O=S(=O)(NCc1ccc2c(c1)OCO2)c1ccc(Br)s1,i
COc1cc(C)c(Cl)cc1S(=O)(=O)N1CCN(c2nc(C)cc(N3CCOCC3)n2)CC1,?
Cc1ccc(C2C(C#N)=C(N)SC(N)=C2C#N)o1,32.0%*
CC(=O)N1c2c(cc(Br)cc2S(=O)(=O)Nc2cccc(F)c2)CC1C (centres undefined),i
CC(=O)c1ccc2c(c1)C1c3ccccc3C2c2ccccc21,?
CCc1ccccc1NC(=O)CCC(=O)O,i
COC(=O)c1c(NC(=O)COc2cc(C)cc(C)c2)sc2c1CCC2,i
CC(C)C(NS(=O)(=O)c1cccs1)C(=O)NCc1ccc(F)cc1 (centres undefined),i
Cc1ccc(-n2nc3c(c2NC(=O)c2cc(Br)ccc2Cl)CS(=O)C3)cc1 (centres undefined),i
O=C(NCCC1=CCCCC1)C1CCC(=O)N(CCc2ccccc2)C1 (centres undefined),i
COc1ccc(-c2[nH]ncc2-c2ccc(F)cc2)c(O)c1,i
CSc1cccc(NC(=O)N2CCCCC2CCN2CCOCC2)c1 (centres undefined),i
CCc1cc(N2CCN(Cc3ccc4c(C)cc(=O)oc4c3)CC2)ncn1,i

# Only part of the results is shown (hit frequency here may not be typical).
